NOD1 inhibition – NOD1 signaling inhibitors, primary screen, cell-based, luminescence, uHTS (AID 1578); one-dose inhibition, % at 4 µM; EC50 in µM for titrated hits; NOD1-driven NF-kB luciferase reporter cells, luminescence; higher % means a stronger effect; actives 1% (n = 290,000); in the data active = inhibition mostly above about 36%, no sharp cut-off; inactive = mostly below about 34%;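 also: HEK-293T reporter cells stimulated with the NOD1 agonist gamma-tri-DAP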
XIAP antagonists – XIAP antagonists, biochemical, IAP family, fluorescence polarization (AID 1018); XIAP BIR domain, fluorescence polarization peptide displacement; higher % means a stronger effect; displacement, % at 20 µM; hits with a dose series show IC50 in µM; actives 0.007% (n = 200,000); in the data active = displacement above about 50%; also: a part of the inactive calls stands beside numbers as strong as those of hits
PMI inhibition – MPI inhibition at elevated mannose 6-phosphate – biochemical, fluorescence intensity, high mannose 6-phosphate, primary screen (AID 1220); recombinant PMI enzyme, coupled fluorescence intensity; higher % means a stronger effect; inhibition, % at 20 µM; hits with a dose series show IC50 in µM; actives 0.66% (n = 190,000)
HEK293 NOD2/NF-kB – NOD2 signaling inhibitors, cell-based, luminescence, uHTS, HEK293 (AID 1566) | HEK293 NOD2/NF-kB luciferase reporter, luminescence; higher % means a stronger effect | inhibition, % at 4 µM, or EC50 in µM where a hit was titrated | actives 0.63% (n = 290,000); also: many of its hits are not listed in these tables
TNAP activation fold – stimulation of alkaline phosphatase TNAP activity – biochemical, luminescent, no phosphate acceptor, uHTS, primary screen (AID 1001); actives 0.03% (n = 200,000); purified TNAP, luminescent activation assay, no phosphate acceptor; higher activation fold means a stronger effect; activation fold at 20 µM; hits with a dose series show EC50 in µM; in the data active = activation fold from about 3, or a potency from the dose series; inactive = the rest, 99 in 100 with activation fold below about 1.6; also: many of its hits are not listed in these tables
PMI inhibitors – inhibitors of human PMI, primary screen, biochemical, fluorescence intensity, coupled assay (AID 1209); purified PMI enzyme, coupled fluorescence intensity; higher % means a stronger effect; one-dose inhibition, % at 20 µM; IC50 in µM for titrated hits; actives 0.42% (n = 190,000);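 also: plate controls were DMSO vehicle for no effect and wells lacking substrate for full effect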
KOR beta-arrestin-1 – kappa opioid receptor blockers – cell-based, luminescence, uHTS (AID 1778); KOR beta-arrestin recruitment, luminescence, antagonist mode; higher % means a stronger effect; one-dose inhibition, % at 10 µM; IC50 in µM for titrated hits; actives 0.091% (n = 290,000); also: strong numbers were not always called active
KOR beta-arrestin-2 – kappa opioid receptor activators – cell-based, luminescence, uHTS, primary screen (AID 1777); KOR beta-arrestin recruitment, luminescence; higher % means a stronger effect; one-dose activation, % at 10 µM; EC50 in µM for titrated hits; actives 0.02% (n = 280,000); in the data active = activation above about 50%, passing the limit was not always enough; also: a part of the inactive calls stands beside numbers as strong as those of hits
LYP phosphatase – PTPN22 lymphoid phosphatase activity blockers – biochemical, fluorescence intensity, uHTS (AID 1779); recombinant LYP phosphatase, fluorescence intensity; higher % means a stronger effect; inhibition, % at 11.5 µM, or IC50 in µM where a hit was titrated; actives 0.054% (n = 290,000);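 also: plate controls were vehicle with enzyme for no effect and no enzyme for full effect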
The depositor's hits bear a star; x = not tested or not shown; [ ] = remark or other dose. Rule as the data show it, unless noted: active = inhibition above about 50%; inactive = the rest. Some of the compounds tested. The share of hits here may be higher or lower than overall.

SMILES	NOD1 inhibition	XIAP antagonists	PMI inhibition	HEK293 NOD2/NF-kB	TNAP activation fold	PMI inhibitors	KOR beta-arrestin-1	KOR beta-arrestin-2	LYP phosphatase
COc1ccc(/C=C/C(=O)N2CCN(c3ccccn3)CC2)cc1OC	23%	x	x	20%	x	x	-20%	2.2%	-5%
Cc1cc(C)nc(N2CCC(C(=O)NCc3ccccc3)CC2)n1	-7%	-9.8%	1%	2%	1	-2%	-41%	-2.2%	-6%
CC1Cc2ccccc2N1C(=O)CN1CCN(Cc2ccccc2)CC1 (stereo not given)	0%	x	x	-15%	x	x	-3%	3.5%	-8%
CCOc1ccc2[nH]c(=O)c(CN(Cc3ccccc3OC)C(=O)c3ccccc3)cc2c1	7%	-7.7%	-5%	3%	1	-3%	-32%	1.4%	-4%
Cc1ccc(CCNC(=O)NC(C)(C)C)cc1	-42%	0.5%	9%	-44%	1.1	11%	27%	-5.1%	-8%
Cc1ccc(-n2c(CNc3cccc(Cl)c3)n[nH]c2=S)cc1	3%	-14%	12%	8%	1.2	7%	-43%	-6.5%	-5%
COc1ccc(CNC(=O)COC(=O)/C=C/c2cccc(Br)c2)cc1OC	4%	-10%	-4%	0%	1.1	-3%	4%	17%	-4%
CCC(C)(C)n1nnnc1CN(Cc1cc2cc(OC)c(OC)cc2[nH]c1=O)C1CCCC1	14%	-4.3%	-12%	8%	1.1	9%	-42%	-1.7%	-4%
CC(=O)c1c(C)[nH]c(C(=O)COC(=O)CCCOc2ccccc2)c1C	-33%	-4.5%	17%	-3%	1.1	5%	-15%	4.2%	-1%
COc1ccc(CNC(=O)Cn2nc(Cc3cccnc3)c3ccccc3c2=O)cc1	-14%	-0.8%	3%	18%	1.1	1%	9%	8.4%	-7%
O=C(CSc1nnc(COc2cccc3cccnc23)o1)N1CCCC1	-23%	-7.2%	5%	10%	1.1	7%	17%[20 µM]	-4.1%	-4%
O=C(Nc1ccc(N2CCOCC2)cc1)c1ccc(S(=O)(=O)NCc2ccco2)cc1	2%	x	x	-4%	x	x	44%	4.9%	-8%
Clc1cccc(-c2nnc(SCc3nc4ccccc4[nH]3)n2Cc2ccco2)c1	0%	-2.1%	13%	16%	1.3	6%	24%	15%	-6%
Cc1cccc(-c2noc(CN(C(C)C)S(=O)(=O)c3ccc(F)cc3)n2)c1	x	-4.7%	20%	-8%	1.1	24%	6%	2.0%	5%
NC(=O)c1ccc(NCC2COc3ccccc3O2)c([N+](=O)[O-])c1 (stereo not given)	-28%	-2.3%	2%	-10%	0.9	5%	8%	1.4%	3%
CCNc1nc(NCC)n2c(SCc3nc4ccccc4c(=O)[nH]3)nnc2n1	-13%	-3.1%	6%	9%	1.1	4%	20%	-0.8%	-5%
O=C(Nc1cccnc1Oc1ccc(Cl)cc1)c1cccc2ccccc12	-9%	x	x	9%	x	x	1%	3.6%	-3%
CCNC(=S)N1CCN(S(=O)(=O)/C=C/c2ccccc2)CC1	26%	x	x	2%	x	x	-57%	7.7%	-10%
Cc1ccc(-n2c(C)cc(C(=O)COc3cccnc3[N+](=O)[O-])c2C)cc1	58%	-3.9%	54%*	30%	1	40%	-10%	2.1%	0%
O=C(Oc1ccccc1[N+](=O)[O-])c1cccnc1	13%	-22%	0%	10%	1	2%	24%	-2.5%	-4%
O=C(CNc1cccc(Cl)c1)NNC(=S)NCc1ccccc1	-31%	-3.1%	-8%	7%	1.5	-5%	7%[20 µM]	-3.2%	-8%
COc1ccccc1N(Cc1cc(=O)[nH]c2ccccc12)C(=O)c1ccccc1	-7%	x	x	-2%	x	x	6%	5.4%	-4%
Cc1cccc(NC(=O)CSc2nnc(-c3ccco3)c(-c3ccco3)n2)c1	-7%	-12%	48%	-7%	1	4%	-21%[20 µM]	x	0%
CCOc1ccc2[nH]cc(S(=O)(=O)c3ccc(F)cc3)c(=O)c2c1	21%	-3.8%	-2%	24%	1	-10%	-4%	18%	-7%
OCCSc1ncnc2c1oc1ccccc12	18%	-12%	-1%	-5%	1	2%	-41%	6.9%	-4%
SMILES	NOD1 inhibition	XIAP antagonists	PMI inhibition	HEK293 NOD2/NF-kB	TNAP activation fold	PMI inhibitors	KOR beta-arrestin-1	KOR beta-arrestin-2	LYP phosphatase
Cc1ccc(S(=O)(=O)N2CCOCC2)cc1C(=O)N(Cc1nnc(-c2ccccc2Cl)o1)C1CC1	-5%	x	x	16%	x	x	-10%	1.1%	-5%
CC1=NN(C(C#N)c2cccc([N+](=O)[O-])c2)C(C)(C)C1 (stereo not given)	-28%	-4.5%	-6%	6%	1.1	-10%	-10%	-1.1%	0%
CC(=O)c1cc(-c2ccccc2)n(CC(=O)N2CCC(C)CC2)c1C	-17%	-4.9%	6%	2%	1.1	-4%	16%	6.0%	-3%
Cc1cccc(NC(=O)CC2CCC2)c1	x	-2.1%	0%	7%	1.2	5%	17%	-2.8%	1%
Nc1nc(CN2CCC(Cc3ccccc3)CC2)nc(Nc2ccccc2)n1	-21%	-2.1%	1%	9%	1.2	1%	-28%	-3.9%	-8%
CC(C)C(c1nnnn1C1CCCC1)N(C)C1CCCCC1 (stereo not given)	7%	-6.6%	2%	16%	1.1	8%	7%	-2.6%	-6%
COc1ccc(-c2nc3n(c(=O)c2C#N)CCS3)cc1OC	-36%	-5.4%	-3%	-1%	1	0%	-18%[20 µM]	3.4%	8%
COc1ccc(OC)c(NC(=O)c2cccc(S(=O)(=O)N(Cc3ccccc3)c3ccccc3OC)c2)c1	14%	-8.3%	14%	1%	1.1	16%	0%	2.5%	6%
C[C@@H]1CCC(=O)N(C[C@@H](C)CC#N)CC1	-31%	x	x	-21%	x	x	-17%[20 µM]	-2.6%	-9%
CC(=O)Nc1ccc(/C=N/Nc2nc3ccccc3s2)cc1	-7%	x	x	-205%	x	x	15%	x	-4%
COC(=O)c1c(CSc2ccc(C)c(C)c2)noc1C(=O)NCc1ccc(OC)cc1	-26%	-3.0%	12%	8%	1	12%	5%	3.1%	0%
Cc1cc(=O)oc2ccc(OCC(=O)N3CCC(C)CC3)cc12	-4%	-2.3%	12%	-7%	1.1	11%	19%	-2.1%	0%
COC(=O)C1(NC(=O)NC23CC4CC(CC(C4)C2)C3)CCCCC1	-8%	-6.0%	4%	2%	1.1	4%	-3%	-3.6%	-2%
O=C(COc1ccc(Br)cc1Cl)NCCCN1CCOCC1	-15%	x	x	4%	x	x	12%	1.0%	-9%
Cc1nnc(SCc2cn3ccsc3n2)n(N)c1=O	8%	-6.7%	-7%	5%	1	8%	-2%	0.2%	-4%
O=[N+]([O-])c1ccc(-n2nnnc2-c2ccccc2)cc1	-30%	-1.7%	3%	-3%	1.1	-3%	-10%	1.9%	-5%
COc1ccccc1N(CC(=O)N/N=C/c1ccccc1C(=O)O)S(C)(=O)=O	6%	x	x	15%	x	x	4%	2.6%	-9%
c1ccc(C(c2nnnn2Cc2ccco2)N2CCN(c3nc4ccccc4s3)CC2)cc1 (stereo not given)	-23%	-5.4%	8%	10%	1.1	9%	3%	-5.0%	4%
O=C(NCc1ccco1)c1cc(-c2ccco2)on1	-33%	-0.2%	-4%	-20%	1.2	3%	3%	-2.5%	0%
Cc1ccc(NC(=O)CSc2nc3ncc(Br)cc3[nH]2)cc1C	1%	x	x	7%	x	x	-34%	5.9%	-6%
C/C(=N\NC(=O)c1nn(C)cc1Br)c1cccc(NC(=O)c2ccncc2)c1	-38%	3.3%	-19%	-10%	1.1	-22%	x	4.0%	-1%
CCc1cc2c(=O)n(-c3ccc(C)cc3)cnc2s1	17%	-11%	2%	-1%	1	3%	-29%	7.0%	-7%
O=C(NC(=S)NCc1ccc(F)cc1)c1ccccc1	-35%	-3.2%	1%	-18%	1	9%	-23%	4.6%	-1%
COc1cccc(C(=O)N/N=c2/oc3ccccc3cc2C(N)=O)c1	-15%	x	x	13%	x	x	18%	0.7%	-7%
Cc1cccc(Nc2nc(N)nc(CN3CCC(C)CC3)n2)c1C	-38%	-6.3%	-10%	-14%	1	-10%	-9%	3.7%	2%

Individual results from the results shown.
Entry for `Nc1nc(CN2CCC(Cc3ccccc3)CC2)nc(Nc2ccccc2)n1` in HEK293 NOD2/NF-kB: 9%
Entry for `O=C(NCc1ccco1)c1cc(-c2ccco2)on1` in PMI inhibition: -4%
Entry for `Cc1cccc(Nc2nc(N)nc(CN3CCC(C)CC3)n2)c1C` in PMI inhibitors: -10%
Entry for `C[C@@H]1CCC(=O)N(C[C@@H](C)CC#N)CC1` in KOR beta-arrestin-2: -2.6%
Entry for `Cc1ccc(S(=O)(=O)N2CCOCC2)cc1C(=O)N(Cc1nnc(-c2ccccc2Cl)o1)C1CC1` in HEK293 NOD2/NF-kB: 16%
Entry for `Cc1nnc(SCc2cn3ccsc3n2)n(N)c1=O` in LYP phosphatase: -4%

New compounds follow.
SMILES	NOD1 inhibition	XIAP antagonists	PMI inhibition	HEK293 NOD2/NF-kB	TNAP activation fold	PMI inhibitors	KOR beta-arrestin-1	KOR beta-arrestin-2	LYP phosphatase
COc1cccc(OCc2cc(C(=O)NCCc3cccc(C)n3)no2)c1	-41%	x	x	3%	x	x	-10%	3.7%	-9%
O=C(COc1ccc(Cl)cc1Cl)NCCCNC(=O)c1cnccn1	-2%	x	x	-4%	x	x	3%	-1.4%	-7%
Cc1cc(=O)c2ccccc2n1Cc1ccccc1	-1%	-3.7%	9%	19%	1.1	11%	-82%[20 µM]	-0.4%	-8%
COc1ccc(C(=O)NCCCNC(=O)c2cccnc2)cc1Br	-48%	x	x	-6%	x	x	15%	-3.6%	-8%
CC(=O)C1=C(C)NC(SCC(N)=O)=C(C#N)C1CC(C)C (stereo not given)	-15%	-0.2%	-34%	6%	1.2	-25%	35%	-3.9%	-8%
O=C(CSc1nnc(-c2ccc3c(c2)OCO3)n1-c1ccccc1)c1ccccc1	-35%	-14%	10%	4%	0.9	19%	18%	-0.5%	-4%
C=C(C)CN(CC)C(=O)CC1C(=O)NCCN1Cc1c(F)cccc1Cl (stereo not given)	-32%	0.3%	x	2%	1	x	15%[20 µM]	x	-5%
O=C(CSc1nccc(=O)[nH]1)NCc1ccc2c(c1)OCO2	-36%	x	x	8%	x	x	0%	1.0%	-7%
CCOC(=O)CNC(=S)N(Cc1ccccc1F)C1CCCCC1	3%	-0.8%	1%	21%	1.2	6%	0%	3.2%	-2%
Cc1ccc([N+](=O)[O-])cc1N=C(c1cccc(Br)c1)N1CCOCC1	9%	-1.6%	8%	0%	1.1	14%	-3%	1.7%	-6%
CC(Sc1nc(-c2ccccc2)cc(C(F)(F)F)n1)C(=O)N1CCCCC1 (stereo not given)	16%	-5.4%	12%	22%	1	13%	-2%	-0.3%	1%
COCCNC(=O)CCc1ccc(S(=O)(=O)Nc2ccc(C)cc2)cc1	-1%	-5.5%	-5%	-9%	1.1	0%	-21%	3.9%	-8%
COc1ccccc1OCC(O)CN1CCN(C(=O)c2ccccc2)CC1 (stereo not given)	-27%	x	x	-13%	x	x	2%	1.2%	-1%
Cc1ccc(NS(=O)(=O)c2ccc(NC(=O)C3CCCO3)cc2)cc1 (stereo not given)	30%	-7.4%	6%	15%	1.1	13%	-18%	-1.2%	-7%

Three entries drawn at random from those above:
SMILES	NOD1 inhibition	XIAP antagonists	PMI inhibition	HEK293 NOD2/NF-kB	TNAP activation fold	PMI inhibitors	KOR beta-arrestin-1	KOR beta-arrestin-2	LYP phosphatase
Cc1ccc(NC(=O)CSc2nc3ncc(Br)cc3[nH]2)cc1C	1%	x	x	7%	x	x	-34%	5.9%	-6%
Cc1ccc(NS(=O)(=O)c2ccc(NC(=O)C3CCCO3)cc2)cc1 (stereo not given)	30%	-7.4%	6%	15%	1.1	13%	-18%	-1.2%	-7%
CC(=O)c1c(C)[nH]c(C(=O)COC(=O)CCCOc2ccccc2)c1C	-33%	-4.5%	17%	-3%	1.1	5%	-15%	4.2%	-1%

Assay outcomes deposited in PubChem by Sanford-Burnham Center for Chemical Genomics.
